Source: PubChem
NCI-60 one-dose screen, 48 h, at 10 µM unless noted. Numbers give growth in % (100 = growth as untreated, 0 = no growth, -100 = all killed).
CCRF-CEM – CCRF-CEM leukemia | actives 7% (n = 77,000)
K-562 – K-562 leukemia. actives 7.4% (n = 78,000)
SR – SR leukemia cells. actives 8.7% (n = 73,000). AID 1794780
MDA-MB-435 – MDA-MB-435 melanoma | actives 7.8% (n = 82,000) | AID 1794794
HOP-62 – HOP-62 NSCLC. AID 1794735. actives 3.9% (n = 80,000)
RPMI-8226 – RPMI-8226 leukemia cells; actives 7.5% (n = 77,000); AID 1794781
MDA-MB-468 – MDA-MB-468 breast cancer. actives 8.5% (n = 78,000). AID 2202374
MOLT-4 – MOLT-4 leukemia cells; actives 6.9% (n = 80,000)
* hit, by the source's call; / = not tested or not shown. Rule for the calls: active = growth percent below 10; inactive = the rest.

compound	CCRF-CEM	K-562	SR	MDA-MB-435	HOP-62	RPMI-8226	MDA-MB-468	MOLT-4
COc1ccc2[nH]c(O)c(N=NC(=O)c3oc4ccccc4c3C)c2c1	57	42	43	29	-24*	/	20	51
Cc1cccc(N)n1	96	97	101	98	92	105	108	93
CSc1nc(Cl)c(Cl)cc1Cl	101	98	88	107	98	101	112	90
Fc1cc2c(cc1Cl)N(c1ncnc3ccc(-c4cnc5cncn5c4)cc13)CC2	111	96	/	103	86	103	/	/
CN1c2ccccc2[C@]2(C)Cc3ccccc3N[C@H]12	87	94	91	107	100	96	108	89
COc1cc(CNC(=O)Cc2ccccc2)ccc1OCc1cn(-c2ccccc2)nn1	99	88	93	94	105	92	99	103
Cc1ccc2c(c1)-c1cc(C)ccc1C2=O	104	103	98	110	115	/	107	90
COc1ccccc1/C=C1\COc2ccc(-c3ccccc3)cc2C1=O	-25*	3.5*	/	-45*	-55*	-37*	3.1*	-18*
O=C(CN1C(=O)S/C(=C\c2ccc(Br)cc2)C1=O)Nc1ccc(C(=O)/C=C/c2cc3ccccc3nc2Cl)cc1	88	68	74	91	99	55	88	80
CC(=O)c1cc2c(cc1C)C(C)CCC2(C)C (centres undefined)	106	104	93	118	96	/	116	100
Nc1cc2nc3ccccc3oc-2cc1=O	94	11	/	-88*	25	/	/	/
COc1cc(/C=C2\Cc3c(Br)cccc3C2=O)cc(OC)c1	94	94	84	103	85	97	91	89

Some of the entries so far, with two lines to a compound.
Under each structure – CCRF-CEM	K-562	SR	MDA-MB-435	HOP-62	RPMI-8226	MDA-MB-468	MOLT-4
CN1c2ccccc2[C@]2(C)Cc3ccccc3N[C@H]12
 : 87	94	91	107	100	96	108	89
CSc1nc(Cl)c(Cl)cc1Cl
 : 101	98	88	107	98	101	112	90
Cc1ccc2c(c1)-c1cc(C)ccc1C2=O
 : 104	103	98	110	115	/	107	90
COc1ccc2[nH]c(O)c(N=NC(=O)c3oc4ccccc4c3C)c2c1
 : 57	42	43	29	-24*	/	20	51
COc1cc(/C=C2\Cc3c(Br)cccc3C2=O)cc(OC)c1
 : 94	94	84	103	85	97	91	89
Nc1cc2nc3ccccc3oc-2cc1=O
 : 94	11	/	-88*	25	/	/	/
Fc1cc2c(cc1Cl)N(c1ncnc3ccc(-c4cnc5cncn5c4)cc13)CC2
 : 111	96	/	103	86	103	/	/

(more compounds)
compound	CCRF-CEM	K-562	SR	MDA-MB-435	HOP-62	RPMI-8226	MDA-MB-468	MOLT-4
N/N=C(\N/N=C/c1ccccc1)c1ccccc1	94	98	93	105	/	/	115	88
CC1(C)C(=O)CC[C@]2(C)[C@H]3C(=O)C=C4[C@H]5C[C@](C)(C(=O)N6CCCNCC6)CC[C@]5(C)CC[C@@]4(C)[C@]3(C)CC[C@@H]12	107	93	/	100	114	96	96	100
Clc1cccc(Cc2cn3cc(-c4ccccc4)nc3s2)c1Cl	69	24	/	14	58	81	13	69
CCOC(=O)C1=C(N)N(c2ccc(Cl)cc2)C2=C(C(=O)CC(C)(C)C2)C1c1ccc([N+](=O)[O-])cc1 (centres undefined)	92	74	68	91	102	57	82	73
CC(=O)c1c(C)[nH]c2c1c(-c1ccncc1)nc1ccccc12	82	75	48	83	93	92	89	91
CNS(=O)(=O)/N=C1\NC(=O)NC1=C(Cl)Cl	94	97	68	105	109	101	91	96
CCN(CC)CCNc1ccc(-c2nc3sccn3c2-c2ccnc(SC)n2)cc1	99	96	98	102	103	94	105	89
COc1ccc(-c2cc(O)c(C(=O)Nc3ccccc3)s2)cc1	106	74	83	89	114	84	105	99
Clc1ccc(C2=NN(c3ccccc3)[C@H](c3cn(-c4ccccc4)nc3-c3ccccc3)C2)cc1	116	111	118	100	108	112	109	94
O=C1C2(c3ccccc3)C(c3ccccc3)=C(c3ccccc3)C1(c1ccccc1)C1CC=CC12 (centres undefined)	84	69	101	93	102	50	/	84
CCOc1c(Cl)cc(CNCC(O)c2ccccc2)cc1OC (centres undefined)	93	91	80	104	104	85	98	99
O=c1ccn(Cc2cn(-c3c4ccccc4nc4ccccc34)nn2)c(=O)[nH]1	84	33	39	99	98	87	-51*	80
Cc1ccc2c(c1)C(=O)/C(=C/c1ccc(OCC(=O)c3ccc(Cl)cc3)cc1)CS2	84	90	94	92	98	94	/	92
CCOC(=O)C1=NN(c2ccccc2)C(=O)C1N=Nc1ccc(S(=O)(=O)Nc2ncccn2)cc1 (centres undefined)	96	91	98	98	91	94	101	101
CC(C)=CC(N)=O	117	97	93	105	108	101	106	106
O=S(=O)(Nc1ccc(I)c(Cl)c1)c1ccc(-c2cnc(C3CC3)o2)cc1	14	9.8*	28	/	29	/	-9.5*	29
Cc1ccc(/C=N/NC(=O)c2cnc3n(c2=O)CCCCC3)cc1	110	92	81	103	107	/	117	93
N#Cc1c(-c2ccccc2)cc(-c2ccccc2)n(CC(=O)Nc2ccccc2N)c1=O	87	83	64	100	104	83	107	86
COc1ccc(CCNC(=S)/N=C/C2=C(O)CC(C)(C)CC2=O)cc1OC	97	103	87	107	96	99	114	101
CCCNC(=O)Oc1ccc(/C(=C(/C)Cc2ccc(OC)cc2)c2ccc(OCCN3CCCCC3)cc2)cc1	71	51	3.4*	92	85	78	80	71
O=[N+]([O-])c1ccc(/C=C/CCOc2ccccc2)cc1	94	95	84	104	104	87	/	89
c1ccc2c[n+](Cc3ccc4ccccc4n3)ccc2c1	77	64	98	90	80	57	-0.7*	92
COc1ccc(C2C(C#N)=C(N)Oc3c2ccc2ccccc32)cc1 (centres undefined)	24	20	37	-50*	37	44	14	32
O=C(Nc1ccc(F)cc1)N1CCN(C(c2ccc(F)cc2)c2ccc(F)cc2)CC1	85	73	101	91	89	77	84	70

Complete entries as entered above.
CC(C)=CC(N)=O across the screens: CCRF-CEM = 117; K-562 = 97; SR = 93; MDA-MB-435 = 105; HOP-62 = 108; RPMI-8226 = 101; MDA-MB-468 = 106; MOLT-4 = 106
COc1ccc(C2C(C#N)=C(N)Oc3c2ccc2ccccc32)cc1 (centres undefined) across the screens: CCRF-CEM = 24; K-562 = 20; SR = 37; MDA-MB-435 = -50*; HOP-62 = 37; RPMI-8226 = 44; MDA-MB-468 = 14; MOLT-4 = 32

New compounds follow:
compound	CCRF-CEM	K-562	SR	MDA-MB-435	HOP-62	RPMI-8226	MDA-MB-468	MOLT-4
CCOC(=O)Nc1cc2c(c(N)n1)N=C(c1ccccc1)CO2	14	10	6.9*	4.3*	50	29	2.1*	16
COc1ccc(Cc2cc(-c3ccccc3)nn(CC(=O)c3ccccc3)c2=O)cc1	97	102	88	104	102	82	83	85
CCOC(=O)CSC1=C(C)C(=O)C(OC)=C(OC)C1=O	69	97	98	103	102	104	89	86
O=C1OC(=O)c2c(I)cccc21	99	/	/	96	98	103	98	/
[2H]c1c([2H])c(C2([2H])C([2H])NC([2H])C([2H])C2[2H])c([2H])c([2H])c1-n1cc2cccc(C(N)=O)c2n1 (centres undefined)	89	78	47	93	87	91	87	78
O=C(O)c1nc(-c2ccccc2)nc2ccccc12	103	98	86	102	97	103	102	99
COc1ccc(NC(=O)c2cccc(-c3cc(=O)c4c(OC)c(OC)c(OC)cc4o3)c2)cc1	49	50	82	76	69	13	76	63
COc1cc(C2CC(c3ccc(SC)cc3)=NN2)cc(OC)c1OC (centres undefined)	78	80	66	87	123	/	/	84
Cc1ccc(Nc2[nH]c(=O)nc3c2cnn3C)c(C)c1	86	99	93	104	82	90	97	/
O=C(Cc1c[nH]c2ccccc12)N=Nc1c(O)n(Cc2ccc(F)cc2)c2ccccc12	78	89	86	101	82	96	85	83
O=C([C@H]1C[C@H]1c1ccc(C(F)(F)F)cc1)N1CCN(C2CCOCC2)CC1	99	98	96	102	104	103	99	97
Nc1nc(-c2ccccc2)[nH]c(=O)c1N=O	95	98	116	98	99	102	/	100
Cc1cc([N+](=O)[O-])c(C)cc1I	93	105	98	102	97	94	107	94
CC(=O)OCC1CCC(COC(C)=O)CC1 (centres undefined)	115	104	96	103	91	103	110	93
O=c1scc(-c2ccc([N+](=O)[O-])cc2)s1	92	92	/	100	108	92	94	83
Cc1c(C(N)=O)sc2ncn(CC(=O)Nc3ccc(Cl)cc3)c(=O)c12	121	97	85	106	97	101	92	112
COc1ccccc1CNCCCCCCCCCCCCN1C(=O)c2ccc3c4c(ccc(c24)C1=O)C(=O)N(CCCCCCCCCCCCNCc1ccccc1OC)C3=O	50	35	7.8*	58	55	2.4*	-8.0*	65
CC(C)Cn1cnc2c(SCc3ccccc3)nc(N)nc21	91	87	79	108	85	/	112	65
CCCCC(C(=O)O)C(C)CC (centres undefined)	108	100	94	106	108	111	109	103
CCCCCCCCCCCCNC(=O)N[C@H](C(=O)N[C@H]1/C=C/OCCNC(=O)/C=C/[C@H](C(C)C)NC1=O)C(C)C	41	/	29	28	77	60	16	51
COc1ccc(/C=C2\C=C(c3nc4ccccc4s3)N(Cc3ccccc3)C2=O)cc1	49	102	81	92	95	86	108	103
N#Cc1ccc(C(=O)C2C(C#N)C(C#N)C3c4ccccc4C=CN23)cc1 (centres undefined)	102	88	75	/	44	/	77	93
CC(=O)Nc1sc2c(c1-c1nc3ccccc3s1)CNC2	23	13	6.0*	30	19	19	-3.1*	10
O=C(Cn1cc(COn2nnc3ccccc32)nn1)Nc1ccc(Cl)cc1	111	102	108	103	100	111	104	106
COc1ccc(C2=Nc3c/c(=C\c4c(O)[nH]c5cc(Cl)ccc45)ccc3=N2)cc1	55	49	17	3.0*	77	63	/	84
COc1cc(/C=N/Nc2ncnc3c2c(C)nn3C)ccc1O	87	91	85	99	97	86	113	93
Cc1nc(N)nc(N[C@@H](C)c2nc3cccc(NCc4ccc(C(=O)NO)cc4)c3c(=O)n2-c2ccccc2)n1	23	48	33	65	75	17	-5.1*	33
c1ccc(-c2csc(Nc3ncccn3)n2)nc1	62	92	43	101	85	107	/	64
CCOC(=O)C1=C(C)N=C2SC=C(c3ccc(F)cc3)N2[C@H]1c1cn[nH]c1-c1ccccc1	90	93	66	97	84	99	71	80
COc1cc(/C=C/c2ccccc2)ccc1O	108	115	118	112	111	91	100	109
CCN(CC)CCOC(=O)C(c1ccccc1)C1(O)CCCC(C)C1 (centres undefined)	98	97	90	112	105	99	103	96
COc1ccc(-c2nc(SCCCCCC(=O)NO)[nH]c(=O)c2C#N)cc1OC	97	99	95	109	108	100	104	97
COc1cc2c(O)n(CCCn3ccnc3)c3c4cnc5cccc(c(=O)c3c2cc1OC)c54	11	12	25	51	13	19	4.3*	4.1*
O=[N+]([O-])c1cccc(N2COc3c(ccc4ccccc34)C2)c1	88	94	95	108	98	89	110	91
COc1ccc(-c2ccn(CC(=O)N3CCOCC3)n2)cc1OC1CCCC1	108	114	103	100	97	100	80	117
COC(=O)c1ccc2c(c1)C(=O)c1c-2n(CCCN)c(=O)c2cc([N+](=O)[O-])ccc12	-84*	-100*	-45*	-91*	-93*	-40*	/	-59*
O=S(=O)(c1ccccc1)N1CCNc2ccccc21	118	/	94	107	113	106	106	110
CC[C@]12C=CCN3CC[C@@]4(c5ccc(OC)cc5N(C)[C@H]4[C@@](O)(C(=O)OC)[C@@H]1OC(=O)CCCN[C@H](Cc1cc4ccccc4[nH]1)C(=O)OC)[C@@H]32	108	94	110	103	99	100	93	108
COc1ccc(C(=O)N/N=C2\c3ccccc3-c3cccc(C(=O)O)c32)cc1	103	110	110	94	92	103	88	111
CN(C)c1ccc(NC(=O)c2ccc(/C=C/C(=O)c3ncc[nH]3)cc2)cc1	5.0*	/	5.7*	52	55	-4.8*	46	27
O=C1C(Cl)C(c2ccc(O)cc2)N1n1cnnc1 (centres undefined)	97	89	/	106	75	101	113	91
N=c1c(C(N)=O)cnc2n1CCCCC2	117	126	/	102	109	112	96	126
CNC(=O)c1cc(Oc2ccc(NC(=O)Nc3ccc(Cl)c(OC(F)(F)F)c3)c(F)c2)ccn1	30	6.8*	30	19	39	14	15	20
COc1ccc(/C=C2\SC(=O)N(CC(=O)Nc3ccc(C(=O)/C=C/c4cc5ccccc5nc4Cl)cc3)C2=O)cc1	89	77	93	95	101	69	96	78
O=S1(=O)CC(O)C(Cl)C1 (centres undefined)	90	96	79	105	91	94	92	72
CCCCCCCCCC(=S)N1CCN(c2ccccc2)CC1	105	97	91	92	98	106	110	86
CC1[C@H]2[C@H](C[C@H]3[C@@H]4CC=C5c6sc(Nc7ccc(Cl)cn7)nc6CC[C@]5(C)[C@H]4CC[C@@]32C)O[C@]12CC[C@@H](C)CO2 (some centres undefined)	95	58	89	89	112	61	94	101
N#Cc1cccc(C2C3=C(COC3=O)N(CCO)c3cc4c(cc32)CCC4)c1 (centres undefined)	7.4*	8.5*	15	-33*	26	19	4.0*	14
C[C@H]1[C@H](C)CC[C@]2(CO)CC[C@]3(C)C(=CC[C@@H]4[C@@]5(C)CCCN(C(=O)OC(C)(C)C)C(C)(C)[C@@H]5CC[C@]43C)[C@H]12	90	67	101	93	98	90	78	90
CCOC(=O)/C=c1\sc2n(c1=O)C1C(NN=2)N(CC)C(=O)N1c1ccccc1 (centres undefined)	103	104	91	110	107	104	109	112
O=C(Nc1cccc(C(F)(F)F)c1)C(Cl)Cl	99	102	94	103	97	98	/	98
O=C1C=CC(=Nc2cc(Br)c(O)c(Br)c2)C(Br)=C1	94	99	88	123	105	94	105	87
Cc1ccccc1C(=O)OC(C)(C)C	102	98	94	103	97	101	107	101
CCN(c1ccccc1)S(=O)(=O)c1cc(N)ccc1C	92	90	67	95	108	106	93	82
